Screens as filed in PubChem BioAssay.
CatB inh: inhibitors of human cathepsin B. purified cathepsin B, fluorogenic substrate, fluorescence. inhibition, %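 (tested at 10 µM)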. 63,000 tested, 0.1% active. AID 453; in the data active = inhibition above about 21%;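 note: 0% = enzyme with no compound and 100% = no enzyme blank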
CatB mixtures: human cathepsin B inhibition by mixtures. P07858. Purified cathepsin B, AMC dipeptide fluorescence, compound mixtures. inhibition, %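 (ten-compound pools at 5 µM per compound and 50 µM total)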. 62,000 tested, 0.06% active; in the data active = inhibition above about 22%, passing the limit was not always enough;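 note: 0% = enzyme without compound and 100% = no enzyme blank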
FXIa mix inh: inhibitors of human coagulation factor XIa, pooled mixtures | purified FXIa, fluorogenic substrate | 62,000 tested, 0.19% active | inhibition, % at 5 µM; in the data active = inhibition above about 20%, passing the limit was not always enough;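 note: each value is inhibition by a whole ten-compound pool holding the compound; 0% = enzyme with no mixture and 100% = wells lacking enzyme; strong numbers were not always called active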
CatS block: inhibitors of human cathepsin S; recombinant cathepsin S, AMC dipeptide fluorescence, pooled mixtures; inhibition, %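 (tested at 5 µM per compound within 10-compound mixtures)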; 62,000 tested, 0.06% active; AID 501; in the data active = inhibition above about 32%, passing the limit was not always enough;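 note: 0% = enzyme without compound and 100% = blank without enzyme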
Target sequence (P25774 115-331 limits assumed): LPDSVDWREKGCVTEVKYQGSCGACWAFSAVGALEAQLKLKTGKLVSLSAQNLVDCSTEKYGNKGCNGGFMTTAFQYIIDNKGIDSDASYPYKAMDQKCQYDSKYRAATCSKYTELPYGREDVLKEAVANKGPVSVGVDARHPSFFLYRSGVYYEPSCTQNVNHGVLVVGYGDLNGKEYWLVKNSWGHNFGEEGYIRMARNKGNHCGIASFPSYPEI
Cathepsin G inh: blocks human cathepsin G enzyme activity. P08311. inhibition, % at 5 µM (by protocol). purified enzyme, AMC-tetrapeptide fluorescence, pooled mixtures. 62,000 tested, 0.2% active. AID 581;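 active = inhibition above 20% in each of the two mixture wells holding the compound; inactive = inhibition of 20% or less in either well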;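 note: 0% = enzyme control without mixture and 100% = blank lacking enzyme; strong numbers were not always called active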
Target sequence (P08311 21-244 limits assumed): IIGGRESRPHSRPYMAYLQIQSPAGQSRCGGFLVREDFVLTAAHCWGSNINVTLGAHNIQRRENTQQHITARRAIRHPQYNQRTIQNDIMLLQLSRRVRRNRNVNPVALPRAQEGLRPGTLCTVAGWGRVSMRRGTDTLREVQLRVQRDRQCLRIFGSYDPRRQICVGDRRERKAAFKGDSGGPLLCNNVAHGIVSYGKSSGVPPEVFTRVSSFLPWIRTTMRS
CatL inh: blocks human cathepsin L protease activity | P07711 | inhibition, %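 (tested at 10 µM)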 | 58,000 tested, 0.17% active | purified cathepsin L, fluorogenic substrate, fluorescence | AID 460; in the data active = inhibition above about 45%;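 note: 0% = enzyme with no compound and 100% = no enzyme blank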
Target sequence (P07711 114-288 limits assumed): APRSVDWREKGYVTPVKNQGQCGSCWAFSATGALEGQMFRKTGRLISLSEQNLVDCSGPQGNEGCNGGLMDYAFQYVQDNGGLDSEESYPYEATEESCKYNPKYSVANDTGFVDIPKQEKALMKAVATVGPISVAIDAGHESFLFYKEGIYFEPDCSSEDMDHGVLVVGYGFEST
Target sequence (P07711 292-333 limits assumed): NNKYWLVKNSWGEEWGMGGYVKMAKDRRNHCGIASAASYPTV
C1s inh: blocks human complement C1s protease activity; purified C1s, fluorogenic AMC substrate, pooled mixtures; mean inhibition % of two 10-compound mixtures (active compounds read high), % at 5 µM (by protocol); 62,000 tested, 0.16% active; AID 538;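 active = inhibition above 20% in each of the two 10-compound mixture wells holding the compound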;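 note: 0% = enzyme wells lacking compound mixture and 100% = no-enzyme blank wells; some compounds called inactive have numbers as strong as hits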
AP complement: alternative pathway complement inhibition, orthogonal assay. AID 1235. 62,000 tested, 0.08% active. inhibition, % at 5 µM. Human serum alternative complement pathway, LPS-coated ELISA, C3 deposition; tested in compound mixtures;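 active = inhibition above 30% in each of the two pooled mixtures holding the compound, so the lower value exceeds 30%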;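 note: 0% = serum in Mg-EGTA without compound and 100% = EDTA serum blank; some compounds past the cut are filed as inactive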
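Test system: human serum alternative complement pathway, C3 deposition on LPS-coated wells; also added: Plate-bound LPS; doses: 5 µM per compound in ten-compound mixtures; schedule: 1 h at 37 °C; detection: Anti-C3 ELISA, OD 450 nm; evaluation: percent inhibition of C3 deposition onto LPS; repeats: two pool placements per compound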
E coli RNAP: blocks E. coli RNA polymerase transcription; P0A8V2; fluorescence transcription assay; inhibition, %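 (tested at 10 µM)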; 62,000 tested, 0.2% active; AID 559; in the data active = inhibition above about 20%;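 note: 0% = enzyme without compound and 100% = no enzyme blank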
* = called active by the depositor; . = not tested or not shown.

SMILES	CatB inh	CatB mixtures	FXIa mix inh	CatS block	Cathepsin G inh	CatL inh	C1s inh	AP complement	E coli RNAP
Cc1cc(Cl)ccc1NC(=O)CSc1nnc(Cc2cccs2)n1Cc1ccco1	-2	6	1	8	-1	30	-23	8	8
CN(C)C(=O)CCc1nc(-c2ccc(C(C)(C)C)cc2)no1	0	-5	-10	-8	3	2	-20	13	-2
Cc1nc2[nH]c(=O)c3c(n2n1)NC1=C(C(=O)CC(C)(C)C1)C3c1ccc(F)cc1 (centres undefined)	-10	-1	6	-13	11	-110	-18	10	6
[N-]=[N+]=CC(=O)CNC(=O)[C@@H](Cc1ccccc1)N1C(=O)c2ccccc2C1=O	5	7	0	7	13	10	12	17	11
O=C(Cc1cccs1)Nc1nnc(SCC(=O)NC2CCCCC2)s1	1	5	8	4	1	-6	5	10	5
CCOc1ccc(S(=O)(=O)n2nnc3ccccc32)cc1C	6	0	-8	4	-4	19	-40	-10	14
CC(=O)N(Cc1ccco1)C1(C(=O)NC2CCCCC2)CCCCC1	-4	3	3	14	-2	-5	-9	12	7
Cc1c2cnn(-c3ccccc3)c(=O)c2c(C)n1CCCC(=O)N1CCN(c2ncccn2)CC1	5	3	3	12	-7	17	-42	1	4
O=C(O)C1CCCN1S(=O)(=O)c1ccc2ccccc2c1 (centres undefined)	6	8	2	14	-2	3	-1	-4	3
O=C(c1ccc2c3c(cccc13)CC2)N1CCOCC1	-1	-1	1	4	-1	10	5	-8	9
CC(=O)Nc1ccc(C2(O)COc3ccccc3O2)cc1 (centres undefined)	-8	4	7	-4	-1	0	2	16	0
O=C(Cn1cc2c(n1)CCCC2)NCc1ccccn1	0	2	4	9	12	.	42	1	1
CCC(c1ccccc1)c1nc(-c2ccccn2)no1 (centres undefined)	4	0	7	-7	10	0	14	7	1
COC(=O)c1cc(OC)c(OC)cc1NC(=O)Cn1nnc(-c2ccccc2Cl)n1	-5	4	6	1	0	-9	2	10	3
COc1ccc(S(=O)(=O)N2CCc3ccccc32)cc1C(=O)OCc1c(C)noc1C	3	7	8	5	8	0	10	20	4
CN(C(=O)c1cnc(N2CCN(c3ncccn3)CC2)c2ccccc12)c1ccc(Cl)cc1	5	0	1	4	7	13	-2	9	2
Cc1csc2nc(CNS(=O)(=O)N(C)C)cn12	6	-4	-6	41	12	15	-33	0	11
O=C(CN(C(=O)CSc1nnc(COc2ccccc2)o1)c1ccc(F)cc1)NC1CCCCC1	1	3	7	-11	8	6	3	8	3
CCOC(=O)c1[nH]cnc1C(=O)NC1CCCCC1	9	2	-2	5	23	10	1	1	8
Cc1cc(C)nc(NC(=NCCc2c[nH]c3ccccc23)NC(=O)c2ccco2)n1	-1	5	3	0	7	2	0	9	7
O=C(c1ccc2c(c1)C(=O)N(CCCO)C2=O)c1ccc2c(c1)C(=O)N(CCCO)C2=O	2	6	9	-6	9	7	20	13	3
CCCSc1nc(N)c2c3c(sc2n1)CN(C)CC3	3	1	10	27	1	-11	-16	-3	8
CCCCOc1ccc(C(=O)Nc2ccc(N3CCN(C)CC3)cc2)cc1	1	10	9	21	7	-4	7	-3	.
COc1ccc(OC)c(-n2c(CN3CCC(C(N)=O)CC3)nc3ccccc3c2=O)c1	5	4	6	-2	16	3	8	13	5
O=C(NCc1ccccn1)Nc1ccc(F)cc1	1	0	4	18	4	1	-5	14	-5
Next section
SMILES	CatB inh	CatB mixtures	FXIa mix inh	CatS block	Cathepsin G inh	CatL inh	C1s inh	AP complement	E coli RNAP
COc1cc(C2c3c(oc4c(C)cc(C)cc4c3=O)C(=O)N2Cc2cccnc2)cc(OC)c1OC (centres undefined)	-2	6	4	0	0	-1	2	13	2
Cc1csc(NC(=O)C2CCCN2C(=O)OCC(C)C)n1 (centres undefined)	-1	-7	-14	-17	-20	8	-107	-8	6
O=C(Oc1cccc(C(=O)N2CCOCC2)c1)c1ccc(Br)cc1	.	12	14	-1	12	12	14	-13	7
Cc1nn2c(N3CCN(C(=O)c4ccco4)CC3)cc(C(C)(C)C)nc2c1-c1ccccc1	5	3	-9	1	-18	-35	-14	3	.
COc1cc2c(cc1OC)CN(C(=O)Cc1ccc(OC)c(S(=O)(=O)N3CCOCC3)c1)CC2	11	2	4	4	1	.	-7	-3	6
Cn1c(=O)[nH]c(=O)c2c1nc(CN1CCN(c3cccc(Cl)c3)CC1)n2CCCc1ccccc1	2	-1	-1	-7	10	19	5	9	3
O=C(Nc1nnc(-c2ccco2)s1)C1CC1	0	-2	1	11	15	25	-8	2	-3
Cc1coc(C)c1C(=O)CC1(O)C(=O)Nc2cc(Cl)cc(Cl)c21 (centres undefined)	3	0	4	-2	11	-5	11	13	12
COCCn1nnnc1C(c1ccc(C)cc1)N1CCN(Cc2ccc3c(c2)OCO3)CC1 (centres undefined)	6	4	-9	9	-15	12	20	-9	3
Fc1cccc2sc(Nc3nnc(-c4ccco4)o3)nc12	1	3	-5	9	-1	1	-7	3	-1
Cc1[nH]c2ccccc2c1C(=O)CN1CCSCC1	7	1	-12	0	-36	-2	-19	2	5
CN(C)C(=O)CN(c1ccc(F)c(Cl)c1)S(C)(=O)=O	3	4	-2	11	1	1	1	-10	6
Cc1ccc(C)c(Cn2cnc3c(nnn3-c3ccc(F)cc3)c2=O)c1	2	4	5	-4	12	-2	10	20	5
Cc1cc(C(F)F)n2nc(C(=O)Nc3c(F)cc(F)cc3Br)nc2n1	2	5	7	-1	12	0	-15	16	4
CC(=O)Nc1ccc2c(c1)n(C)c(=O)n2C	0	9	9	23	-1	11	0	12	7
O=C(O)C1C2C=CC3(CN(C/C=C/c4ccccc4)C(=O)C13)O2 (centres undefined)	-5	2	-1	1	-2	2	-27	10	7
CC(C)Cc1nc2oc3c(=O)[nH]cnc3c2c2c1CCC2	-2	6	4	7	-1	3	1	16	4
O=C(O)CC1SC(=Nc2ccccc2)N(c2ccccc2)C1=O (centres undefined)	5	3	5	-3	9	.	15	5	0
Cc1ccccc1S(=O)(=O)NC1OC(=O)C(Cl)=C1Cl (centres undefined)	2	3	1	-7	7	-11	-8	37	0
CCc1cccc2c(=O)c(C(=O)N3CCOCC3)c[nH]c12	-2	1	10	4	-3	28	6	-9	9
O=C(NCCCN1CCCC1=O)c1ccccc1NS(=O)(=O)c1ccc(F)cc1	-4	-1	1	-3	-13	5	-25	-5	-3
O=C1C2C3CCCC3=C3CCCC3C2C(=O)N1c1ccccc1 (centres undefined)	-3	0	5	33	0	27	-4	9	9
Cc1ccc(Nc2nc(Oc3ccc(=O)[nH]n3)nc(N(C)C)n2)cc1	0	1	6	2	13	1	14	1	14
CN(c1ccc(C(=O)N2CCN(c3ccc(F)cc3)CC2)cc1)S(C)(=O)=O	3	0	1	11	10	11	13	-4	.
COc1cccc(C=Nc2cc(C)on2)c1O	1	3	4	-12	8	-6	11	5	-1
New compounds follow.
SMILES	CatB inh	CatB mixtures	FXIa mix inh	CatS block	Cathepsin G inh	CatL inh	C1s inh	AP complement	E coli RNAP
CCC(=O)Oc1ccc(C(CC)C(CC)c2ccc(OC(=O)CC)cc2)cc1 (centres undefined)	2	4	8	-5	9	6	22*	22	9
O=C(c1ccco1)[C@@H]1[C@@H]2C(=O)N(c3ccccc3)C(=O)[C@@H]2C2c3ccccc3C=CN21 (some centres undefined)	4	5	2	7	-6	1	-13	-20	-4
CC1CCc2nc(N)c(C#N)c(-c3cccnc3)c2C1 (centres undefined)	5	1	4	5	9	10	11	3	10
c1ccc2c(-c3nc(-c4ccncc4)no3)cccc2c1	1	5	-1	6	9	-5	4	7	3
O=C(c1ccc(C23CC4CC(CC(C4)C2)C3)o1)N1CCOCC1	2	0	2	-4	-1	-3	0	11	3
Cc1n[nH]c(=O)nc1NCc1ccc(Cl)cc1	-1	9	26	14	24	16	32	8	10
Cc1ccc(C)c(Cn2c(=O)n(CCC(=O)NCc3ccco3)c(=O)c3sccc32)c1	-1	3	2	4	14	11	9	5	8
CCCc1nnc(NC(=O)c2cc(OC)cc(OC)c2)s1	3	-1	-4	-7	-5	.	-13	0	1
O=S(=O)(c1ccc(F)c2ccccc12)N1CCCCC1	0	-3	6	13	-1	12	2	15	0
CC(C)CCN1C(=O)CCC1(C)C(=O)NC1CCCCCC1 (centres undefined)	5	5	5	10	12	23	6	9	8
CS(=O)(=O)N(CC(=O)N1CCOCC1)Cc1ccc(Cl)cc1	0	-8	-3	-26	-9	0	-33	6	0
CCN(CC)S(=O)(=O)c1ccc(NC(=O)C2COc3ccccc3O2)cc1 (centres undefined)	-5	6	1	-1	1	1	-19	17	4
COC(=O)c1nc(C(=O)OC)c(C(=O)OC)nc1C(=O)OC	5	4	3	3	11	-3	8	-7	2
Cc1ccc2cc3cc(C(=O)NCCN4CCOCC4)oc3nc2c1	-8	7	1	0	-5	-45	-24	2	2
O=P(O)(COc1ccccc1)COc1ccccc1	6	1	6	10	0	28	-7	-6	11
COc1ccc(CNC(=O)c2cc3c(C)nc4ccccc4c3o2)c(OC)c1	0	1	3	5	10	9	13	6	5
CCCCN(CC)CCNc1c(N2CCN(C(=O)OCC)CC2)c(=O)c1=O	0	6	6	-3	1	-5	-5	11	1
O=C(CSc1ncccn1)c1ccccc1Br	1	8	7	18	9	12	0	1	12
Cc1ccc(-c2cccc(NC(=O)C3C(C(=O)O)[C@@H]4C=C[C@H]3C4)c2)o1 (some centres undefined)	0	2	5	3	8	-10	0	7	7
Cn1c(SCC(=O)OCC(=O)c2ccccc2)nnc1-c1cccs1	0	6	10	22	2	8	3	5	9
O=C(CCN1CCN(c2ccccn2)CC1)Nc1ccc(F)cc1	3	3	4	14	8	6	-2	7	7
CC1CCN(C(=O)CSc2nnc(-c3ccco3)o2)CC1	5	3	6	39	10	.	17	12	12
O=C(c1ccco1)N1CCN(S(=O)(=O)c2ccc3c(c2)OCCO3)CC1	2	3	6	2	1	17	5	-11	5
C=CCC1(O)C(=O)Nc2ccccc21 (centres undefined)	-1	2	19	8	14	11	19	1	4
Cc1ccc2cc3c(NC(=O)c4ccco4)nn(CC(C)C)c3nc2c1	3	-2	-8	0	2	-16	-29	-1	-4

Limited to Cathepsin G inh and CatB mixtures, for some of the entries so far:
smiles	Cathepsin G inh	CatB mixtures
CC1CCN(C(=O)CSc2nnc(-c3ccco3)o2)CC1	10	3
CCC(c1ccccc1)c1nc(-c2ccccn2)no1 (centres undefined)	10	0
CN(C)C(=O)CCc1nc(-c2ccc(C(C)(C)C)cc2)no1	3	-5
COc1cc2c(cc1OC)CN(C(=O)Cc1ccc(OC)c(S(=O)(=O)N3CCOCC3)c1)CC2	1	2

(cont.)
SMILES	CatB inh	CatB mixtures	FXIa mix inh	CatS block	Cathepsin G inh	CatL inh	C1s inh	AP complement	E coli RNAP
COc1ccc(C(=O)NCC23C=CC(O2)C2C(=O)N(Cc4ccccc4)C(=O)C23)cc1 (centres undefined)	1	0	2	-3	-12	1	-36	-18	-5
COc1ccccc1NC(=O)NC1(C(=O)N2CCC(O)CC2)CCCCC1	6	4	9	-3	5	9	12	12	4
CCOC(=O)c1c(C)[nH]c(C(=O)OC)c1CCC(=O)OC	3	-2	-3	5	-9	5	-10	-12	-4
COC(=O)c1cccc(OCC(O)Cn2cnc3cc(C)c(C)cc32)c1 (centres undefined)	-2	2	5	-1	8	-7	12	15	2
Cc1nc2cc(NC(=O)NCc3ccco3)ccc2n1C	-5	6	10	-9	45	-8	27	15	2
CCOC(=O)Nc1ccc2c(c1)N(C(=O)CCN1CCOCC1)c1ccccc1S2=O (centres undefined)	-2	6	8	-1	-1	-10	1	27	0
O=C(Nc1ccc2c(c1)OCCO2)NC1CCCCC1	2	6	27	3	33	14	32	7	8

An excerpt; the hit share may differ from the screen's.
